Bioassay records as filed in PubChem.
RMI FANCM FP: disruptors of RMI1/RMI2 association with MM2 peptide – biochemical, fluorescence polarization, human, primary screen; hit rate 0.58% among 70,000; RMI core complex with F-MM2 peptide; hits give low values; FP signal (polarization) at 33 µM; in the data active = FP signal below about 40; also: inactives centre near 61; strong numbers were not always called active; unit not given here
Starred values were filed as active, the others as inactive; & = joins results of further samples. A portion of the library. The share of hits here may be higher or lower than overall.

A first look, four compounds:
Results for COc1ccc(Cl)c2sc(NCC3CCCO3)nc12 (configuration not stated) ?
RMI FANCM FP: 67

What do the screens show for `CSc1ccccc1NC(=O)c1cc2c(=O)n(C)c(=O)n(C)c2s1`?
RMI FANCM FP: 61

What do the screens show for `CC(=O)Nc1ccc(NC(=O)c2nccnc2C(=O)O)cn1`?
RMI FANCM FP: 54

How did CC(=O)N1CCc2ccc(NS(C)(=O)=O)cc2C1 do in these assays?
RMI FANCM FP: 65

Results (from the top)
Results for COc1ccc(Cl)c2sc(NCC3CCCO3)nc12 (configuration not stated) ?
RMI FANCM FP: 67

What do the screens show for `CSc1ccccc1NC(=O)c1cc2c(=O)n(C)c(=O)n(C)c2s1`?
RMI FANCM FP: 61

What do the screens show for `CC(=O)Nc1ccc(NC(=O)c2nccnc2C(=O)O)cn1`?
RMI FANCM FP: 54

How did CC(=O)N1CCc2ccc(NS(C)(=O)=O)cc2C1 do in these assays?
RMI FANCM FP: 65

How did O=C(Nc1nnc(-c2ccncc2)o1)c1ccccc1[N+](=O)[O-] do in these assays?
RMI FANCM FP: 62

Results for COc1ccc(CN(C(=O)c2ccccc2[N+](=O)[O-])C2CCS(=O)(=O)C2)cc1 (configuration not stated) ?
RMI FANCM FP: 62

How did CSc1c(C#N)c(N)nc(SCC(=O)c2ccc(OC(F)F)cc2)c1C#N do in these assays?
RMI FANCM FP: 78

How did CC(C)N1CCc2nc(SCC(=O)Nc3ccc(F)c(Cl)c3)[nH]c(=O)c2C1 do in these assays?
RMI FANCM FP: 62

How did CSc1nc(N)nc(C2COc3ccccc3O2)n1 (configuration not stated) do in these assays?
RMI FANCM FP: 52

What do the screens show for `O=C(Cc1ccc2c(c1)OCO2)Nc1nnc(-c2cc(Cl)sc2Cl)o1`?
RMI FANCM FP: 73

Results for CCC(=O)NCCOc1ccc2nnc(-c3ccccc3)n2n1 ?
RMI FANCM FP: 68

What do the screens show for `Cc1ccc(CS/C(N)=N\N)cc1`?
RMI FANCM FP: 53

What do the screens show for `Cc1cc(NC(=O)C2CC2)n(-c2nc3ccc(F)cc3s2)n1`?
RMI FANCM FP: 90

How did CSc1nnc(C(C)C)c2cnn(-c3ccc(F)cc3)c12 do in these assays?
RMI FANCM FP: 63

Results for COc1ccc2nc(-c3ccc(F)c(NC(=O)C4CC4)c3)cn2n1 ?
RMI FANCM FP: 73

Results for O=C(COc1ccccc1F)NCC1(c2cccs2)CCCC1 ?
RMI FANCM FP: 69

What do the screens show for `Cc1nnc(NC(=O)CSc2c(C)cnc3c2c(=O)n(C)c(=O)n3C)s1`?
RMI FANCM FP: 55

Results for CCOCC(=O)NCCOc1ccc2nnc(-c3cccc(OC)c3)n2n1 ?
RMI FANCM FP: 65

How did CCc1c(C)nc(-n2nc(C)cc2NC(=O)Cc2cccs2)[nH]c1=O do in these assays?
RMI FANCM FP: 55

Results for COc1cccc(OCC(=O)Nc2ccc3c(c2)CN(C(=O)c2cccs2)CC3)c1 ?
RMI FANCM FP: 84

How did CCc1c(C#N)c(SCC(=O)c2ccc3c(c2)OCO3)nc2c1C(=O)CC(C)(C)C2 do in these assays?
RMI FANCM FP: 175

How did O=C(O)C1=CCCNC1 do in these assays?
RMI FANCM FP: 54&57

Results for Cc1cc(C)cc(N2C(=O)C3N=NN(c4ccc(C)c(C)c4)C3C2=O)c1 (configuration not stated) ?
RMI FANCM FP: 62

Results for O=S(=O)(c1ccccc1F)N1CCOC(c2ccccc2)C1 (configuration not stated) ?
RMI FANCM FP: 75

How did CCOC(=O)N1CCN(C(=O)Nc2nc(CC(N)=O)cs2)CC1 do in these assays?
RMI FANCM FP: 60

How did CCOc1ccc(NC=C(S(=O)(=O)c2ccccc2)S(=O)(=O)c2ccccc2)c([N+](=O)[O-])c1 do in these assays?
RMI FANCM FP: 75

Results for CC(=O)Nc1cccc(NC(=O)Cc2csc(Nc3ccc(S(C)(=O)=O)cc3)n2)c1 ?
RMI FANCM FP: 64

How did Cc1cccc(NC(=O)NC(=O)c2ccc(C(C)(C)C)s2)n1 do in these assays?
RMI FANCM FP: 60

How did O=C(Nc1ccc(Br)c(C(F)(F)F)c1)c1ccc(CN2C(=O)c3ccccc3C2=O)o1 do in these assays?
RMI FANCM FP: 45

What do the screens show for `Cc1ccc2nc(Nc3ccncc3)nc(-c3ccccc3)c2c1`?
RMI FANCM FP: 74

Results for O=C(CCCn1nc(-c2ccc(F)cc2)ccc1=O)Nc1ccc(F)cc1F ?
RMI FANCM FP: 73

How did CCc1cc(=O)[nH]c(SCC(=O)N2CCCCC2)n1 do in these assays?
RMI FANCM FP: 64

Results for COC(=O)/C(C#N)=C(\C#N)c1ccc(Br)o1 ?
RMI FANCM FP: 26*

Results for O=C(Nc1ccccc1SCC(O)CSc1cccs1)c1ccc(Cl)cc1 (configuration not stated) ?
RMI FANCM FP: 57

Results for CCOC(=O)c1c(NC(=S)NC(=O)CCCN2C(=O)c3cccc4cccc(c34)C2=O)sc2c1CCCC2 ?
RMI FANCM FP: 60

What do the screens show for `CC(=O)OCC(=O)C12OC3(CCCC3)OC1CC1C3CCC4=CC(=O)C=CC4(C)C3(F)C(O)CC12C` (configuration not stated)?
RMI FANCM FP: 62

How did CS(=O)(=O)c1sc(NC(=O)Nc2ccc(Cl)cc2)c2c1C=CCC2 do in these assays?
RMI FANCM FP: 56

Results for CC(=O)O[C@H]1C[C@@H](O)C(C)(C)C2CC(=O)[C@]3(C)C(CC[C@@]4(C)[C@H](c5ccoc5)OC(=O)[C@H]5O[C@]543)[C@]21C (some centres not stated) ?
RMI FANCM FP: 55

How did c1ccc(-c2cc3c(N4CCOCC4)ncnc3s2)cc1 do in these assays?
RMI FANCM FP: 59&52

What do the screens show for `COC(=O)c1cc(NC(C)=O)ccc1O`?
RMI FANCM FP: 59

Results for COc1ccc(-c2nn(-c3ccccc3)cc2C(=O)Nc2nccs2)cc1[N+](=O)[O-] ?
RMI FANCM FP: 51

What do the screens show for `COc1ccccc1-n1ncc2c(C(C)C)nnc(SCC(=O)Nc3ccc(C(C)=O)cc3)c21`?
RMI FANCM FP: 64

What do the screens show for `CS(=O)(=O)c1csc(C(=O)O)c1Cl`?
RMI FANCM FP: 53

Results for CC(C)c1ccc(NC(=O)C2CCN(S(=O)(=O)c3cccc4cnccc34)CC2)cc1 ?
RMI FANCM FP: 64

How did COc1ccc(CC(=O)NCC(=O)N2CCOC(c3ccccc3)C2)cc1OC (configuration not stated) do in these assays?
RMI FANCM FP: 71

How did NNC(=O)Cc1csc2nc(-c3ccccc3)nn12 do in these assays?
RMI FANCM FP: 56

Results for CC(C)CCNC(=O)C(=O)Nc1cccc(N2CCCS2(=O)=O)c1 ?
RMI FANCM FP: 65

What do the screens show for `O=C(OCCNC1=C(Cl)C(=O)c2ccccc2C1=O)c1ccccc1`?
RMI FANCM FP: 59

The closing five entries of the part before come first, to join the parts.
Results for CC(C)c1ccc(NC(=O)C2CCN(S(=O)(=O)c3cccc4cnccc34)CC2)cc1 ?
RMI FANCM FP: 64

How did COc1ccc(CC(=O)NCC(=O)N2CCOC(c3ccccc3)C2)cc1OC (configuration not stated) do in these assays?
RMI FANCM FP: 71

How did NNC(=O)Cc1csc2nc(-c3ccccc3)nn12 do in these assays?
RMI FANCM FP: 56

Results for CC(C)CCNC(=O)C(=O)Nc1cccc(N2CCCS2(=O)=O)c1 ?
RMI FANCM FP: 65

What do the screens show for `O=C(OCCNC1=C(Cl)C(=O)c2ccccc2C1=O)c1ccccc1`?
RMI FANCM FP: 59

Results for O=C(Nc1ccccc1Cl)c1ccc(Nc2nc(-c3ccccc3)c3cc(Br)ccc3n2)cc1 ?
RMI FANCM FP: 58

How did Cc1cc(C(=O)Nc2nc(-c3cc4ccccc4o3)cs2)no1 do in these assays?
RMI FANCM FP: 53

Results for COc1ccc(CCNC(=O)c2ccc3c(=O)n(CCC4=CCCCC4)c(=S)[nH]c3c2)cc1OC ?
RMI FANCM FP: 69

Results for CC(C)(C)c1ccc(S(=O)(=O)Nc2ccc3c(c2)OCCO3)cc1 ?
RMI FANCM FP: 71

Results for O=C(NCc1ccc(S(=O)(=O)N2C=CC(C(F)(F)F)=NCC2)s1)c1ccccc1 ?
RMI FANCM FP: 63

Results for CCOC(=O)c1c(C)oc(-c2ccc(C)cc2)c1S(=O)(=O)N1CCOCC1 ?
RMI FANCM FP: 56

Results for FC(F)(F)c1ccc2c(c1)ncc1cccn12 ?
RMI FANCM FP: 68

How did Cc1ccc(-n2ccnc(SCC(=O)NC3CCCC3)c2=O)cc1F do in these assays?
RMI FANCM FP: 54

Results for Cc1ccc(S(=O)(=O)NNC(=S)Nc2ccc3c(c2)OCCO3)cc1 ?
RMI FANCM FP: 53

What do the screens show for `CN(CC1CCCO1)S(=O)(=O)c1ccc(C(=O)Nc2ccc([N+](=O)[O-])cc2)cc1` (configuration not stated)?
RMI FANCM FP: 71

Results for C=CCN1C(=O)C(C)(C)COc2cc(NC(=O)c3ccc4c(c3)OCO4)ccc21 ?
RMI FANCM FP: 69

Results for O=c1c2ccccc2nc2ccccn12 ?
RMI FANCM FP: 57

What do the screens show for `Cc1ccc2oc(C(=O)Nc3ccccc3Oc3ccccc3)cc2n1`?
RMI FANCM FP: 60

Results for CC(C)c1nnc(C2CCN(C(=O)NCCCc3ccccc3)CC2)o1 ?
RMI FANCM FP: 59

Results for O=C(OCCN1C(=O)c2cccc3c(N4CCCCC4)ccc(c23)C1=O)c1cccs1 ?
RMI FANCM FP: 50

How did O=C(Nc1nnc(-c2cc3ccccc3o2)o1)c1ccc([N+](=O)[O-])o1 do in these assays?
RMI FANCM FP: 54

How did COc1cccc2cc(C(=O)Nc3ccc4c(c3)C(=O)N(C)C4=O)oc12 do in these assays?
RMI FANCM FP: 77

How did CC1CN(C(=S)NC(=O)c2ccc(Cl)cc2Cl)CC(C)O1 (configuration not stated) do in these assays?
RMI FANCM FP: 65

What do the screens show for `C=CCn1c(SC2CCOC2=O)nc2sc(C)c(C)c2c1=O` (configuration not stated)?
RMI FANCM FP: 62

Results for Cc1ccnc(NC(c2ccc(Cl)cc2)c2ccc3cccnc3c2O)c1 (configuration not stated) ?
RMI FANCM FP: 58

How did O=C(CSc1nnc2scc(-c3ccc(Cl)cc3)n12)Nc1nsc(-c2ccccc2)n1 do in these assays?
RMI FANCM FP: 82

What do the screens show for `CCOC(=O)CSc1nnc(CNC(=O)c2ccc([N+](=O)[O-])cc2)n1Cc1ccccc1`?
RMI FANCM FP: 57

How did O=C(NCCn1ncc2c(=O)n(Cc3ccc(Br)cc3)cnc21)c1ccc([N+](=O)[O-])o1 do in these assays?
RMI FANCM FP: 68

How did NNC(=O)c1sc2ccccc2c1Cl do in these assays?
RMI FANCM FP: 52

How did CC1(C)Cc2c(sc(NC(=O)c3c(F)cccc3F)c2C(N)=O)C(C)(C)N1 do in these assays?
RMI FANCM FP: 74

What do the screens show for `COC(=O)Cn1cnc2c(-c3cccc(Cl)c3)csc2c1=O`?
RMI FANCM FP: 64

What do the screens show for `Cc1ccc(NC(=S)Nc2ccccc2N)c(C)c1`?
RMI FANCM FP: 62

What do the screens show for `Cc1cc(C)nc(NS(=O)(=O)c2ccc(NC(=O)c3cccn(OCc4ccc(F)cc4)c3=O)cc2)n1`?
RMI FANCM FP: 63

How did Cc1cccc(OCC(=O)Nc2ccc3c(c2)N(C)C(=O)C(C)(C)CO3)c1 do in these assays?
RMI FANCM FP: 65

Results for CS(=O)(=O)c1cccc(C(=O)N(Cc2ccccn2)c2nc3ccccc3s2)c1 ?
RMI FANCM FP: 64

What do the screens show for `O=C(Cn1nc(-c2ccc(F)cc2)c2sc(N3CCOCC3)nc2c1=O)NCc1ccccc1`?
RMI FANCM FP: 84

How did CC(Oc1cccc(F)c1)C(=O)Nc1cccc(-c2ccc(N3CCOCC3)nn2)c1 (configuration not stated) do in these assays?
RMI FANCM FP: 70

Results for COc1cc(NS(=O)(=O)c2ccc(NC(=O)/C=C/c3ccco3)cc2)nc(OC)n1 ?
RMI FANCM FP: 65

How did COC(=O)c1cc([N+](=O)[O-])ccc1N1CCOCC1 do in these assays?
RMI FANCM FP: 43

What do the screens show for `O=C(COc1ccccc1)Nc1nc2c(Cl)c(Cl)ccc2s1`?
RMI FANCM FP: 65

What do the screens show for `Cc1ccc2c(c1)=C(c1sc(=S)n(CCS(=O)(=O)O)c1O)C(=O)N=2`?
RMI FANCM FP: 54

What do the screens show for `CCOC(=O)C(N=Nc1ccccc1Cl)=C(O)CSc1ccc(Cl)cc1`?
RMI FANCM FP: 50

What do the screens show for `CC(=O)OC[C@@H](OC(C)=O)[C@@H](OC(C)=O)[C@@H](OC(C)=O)C(N)=O`?
RMI FANCM FP: 63

Results for Cc1ccc(N2CCN(S(=O)(=O)c3cc(Cl)ccc3Cl)CC2)c(C)c1 ?
RMI FANCM FP: 64

Results for COCCCn1c(=O)c2ccccc2n(Cc2nc(-c3cccc(Br)c3)no2)c1=O ?
RMI FANCM FP: 71

Results for CC(C)NC(=O)c1nnn(-c2ccccc2)c1-c1ccccc1 ?
RMI FANCM FP: 61

How did CCCCCc1ccc(-c2ccc(C(=O)Oc3ccc(OCCC)cc3)cc2)nc1 do in these assays?
RMI FANCM FP: 53

What do the screens show for `O=C(COc1ccccc1)NCCCn1nc(-c2ccco2)ccc1=O`?
RMI FANCM FP: 67

What do the screens show for `Cc1cccc(CC(=O)NCCN2CCN(c3ccc(F)cc3)CC2)c1`?
RMI FANCM FP: 64

Results for CS(=O)(=O)c1ccc(CC(=O)Nc2nc3ccc4ccccc4c3s2)cc1 ?
RMI FANCM FP: 57

Results for C/C(=N/OC(=O)c1ccccc1)c1sc2nc(C(F)(F)F)nn2c1C ?
RMI FANCM FP: 59

What do the screens show for `N#CC1=C(N)N=C(SCC(=O)Nc2ccccc2)C(C(N)=O)C12CCCCC2` (configuration not stated)?
RMI FANCM FP: 61

Results for CS(=O)(=O)Nc1ccc(-c2cc(-c3ccccc3)c3cc(Cl)ccc3n2)cc1 ?
RMI FANCM FP: 63

How did COc1cc(C(=O)Nc2cccc(-c3ccc4nncn4n3)c2)c([N+](=O)[O-])cc1OC do in these assays?
RMI FANCM FP: 65

What do the screens show for `CN1CCN(c2nc3cc(C(F)(F)F)ccc3n3cccc23)CC1`?
RMI FANCM FP: 59&63

How did O=C(Nc1ccc2c(c1)C(=O)Nc1cc(Cl)ccc1O2)c1ccco1 do in these assays?
RMI FANCM FP: 80
